TROY NFkB inh = TROY signaling inhibition. 0.98% of 360,000 active. Q293 LMP1-TROYcd NF-kB luciferase reporter, 4 h. inhibition, % at 10 µM. AID 1347056;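 active = compounds whose plate-normalised and pattern-corrected inhibition of the luciferase reporter signal at the single screening dose is 50% or more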
CF NFkB block = cystic fibrosis NF-kB activation inhibition; KKLEB NF-kB-GFP reporter, PAF-induced, GFP fluorescence overnight; 0.86% of 360,000 active; AID 588850; inhibition, % at 5 µM;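 active = at least 50% inhibition at 5 µM, scaled per plate between neutral and stimulator controls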;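 also: PAF is a Pseudomonas aeruginosa culture filtrate used as stimulus; plate controls were PAF-stimulated DMSO wells for no effect and unstimulated DMSO wells for full effect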
LRH-1 inv ag = inverse agonists of human LRH-1 (NR5A2); HEK293T StAR-luciferase reporter, LRH-1 transfected, 24 h; inhibition, % at 3.6 µM; 0.13% of 360,000 active; AID 602396;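 active = inhibition above the mean inhibition of all tested compounds plus 3 SD, cut at about 73% in these data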;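 also: 0% = DMSO wells and 100% = reporter-only cells lacking LRH-1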
LMP1 NFkB inh = Epstein-Barr LMP1 NF-kappaB reporter inhibition | 0.69% of 350,000 active | AID 504558 | LMP1-induced NF-kappaB luciferase reporter cells, luminescence | inhibition, % at 12.5 µM; in the data active = inhibition above about 41%;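 also: 0% = neutral control wells and 100% = reference inhibitor control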
NCOA3 inh = inhibitors of human steroid receptor coactivator 3 (SRC3); Q9Y6Q9; HEK293 GAL4-SRC3 luciferase reporter, luminescence; inhibition, % at 3.6 µM; 0.17% of 360,000 active; AID 588352;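 active = inhibition above a per-campaign cutoff, the mean of all compounds plus 3 SD, cut at about 60% in these data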;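 also: 0% = DMSO-treated cells and 100% = gossypol-treated cells at 36 µM; higher means less SRC3-driven luciferase light from the GAL4 reporter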
C8 TRAIL sens = sensitizes caspase-8 expressing cells to TRAIL; AID 624354; inhibition (viability loss, TRAIL sensitization), % at 10 µM; 1% of 360,000 active; NB7+C8 cells + TRAIL, ATPlite viability luminescence;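 active = compounds causing at least 50% loss of cell viability in the single-dose screen, relative to plate controls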
SRC1 inh = inhibits human SRC1 coactivator; Q15788; HEK293 GAL4-SRC1 luciferase reporter, luminescence; inhibition, % at 3.6 µM; 0.12% of 360,000 active;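 active = inhibition above the campaign mean plus 3 SD, with each screening campaign given its own cutoff, cut at about 60% in these data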;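 also: 0% = DMSO treated cells and 100% = gossypol at 36 µM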
NCOA2 inhibitor = human SRC2 (NCOA2) inhibition. Q15596. HEK293 GAL4-SRC2 luciferase reporter, luminescence. inhibition, % at 9 µM. 0.17% of 370,000 active. AID 651957;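 active = inhibition above the mean inhibition of all tested compounds plus 3 SD, set per campaign, cut at about 52% in these data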;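 also: 0% = DMSO treated cells and 100% = cells given Gossypol at 36 µM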
Target sequence (Q15596 whole entry, looked up, the tested form may be a part): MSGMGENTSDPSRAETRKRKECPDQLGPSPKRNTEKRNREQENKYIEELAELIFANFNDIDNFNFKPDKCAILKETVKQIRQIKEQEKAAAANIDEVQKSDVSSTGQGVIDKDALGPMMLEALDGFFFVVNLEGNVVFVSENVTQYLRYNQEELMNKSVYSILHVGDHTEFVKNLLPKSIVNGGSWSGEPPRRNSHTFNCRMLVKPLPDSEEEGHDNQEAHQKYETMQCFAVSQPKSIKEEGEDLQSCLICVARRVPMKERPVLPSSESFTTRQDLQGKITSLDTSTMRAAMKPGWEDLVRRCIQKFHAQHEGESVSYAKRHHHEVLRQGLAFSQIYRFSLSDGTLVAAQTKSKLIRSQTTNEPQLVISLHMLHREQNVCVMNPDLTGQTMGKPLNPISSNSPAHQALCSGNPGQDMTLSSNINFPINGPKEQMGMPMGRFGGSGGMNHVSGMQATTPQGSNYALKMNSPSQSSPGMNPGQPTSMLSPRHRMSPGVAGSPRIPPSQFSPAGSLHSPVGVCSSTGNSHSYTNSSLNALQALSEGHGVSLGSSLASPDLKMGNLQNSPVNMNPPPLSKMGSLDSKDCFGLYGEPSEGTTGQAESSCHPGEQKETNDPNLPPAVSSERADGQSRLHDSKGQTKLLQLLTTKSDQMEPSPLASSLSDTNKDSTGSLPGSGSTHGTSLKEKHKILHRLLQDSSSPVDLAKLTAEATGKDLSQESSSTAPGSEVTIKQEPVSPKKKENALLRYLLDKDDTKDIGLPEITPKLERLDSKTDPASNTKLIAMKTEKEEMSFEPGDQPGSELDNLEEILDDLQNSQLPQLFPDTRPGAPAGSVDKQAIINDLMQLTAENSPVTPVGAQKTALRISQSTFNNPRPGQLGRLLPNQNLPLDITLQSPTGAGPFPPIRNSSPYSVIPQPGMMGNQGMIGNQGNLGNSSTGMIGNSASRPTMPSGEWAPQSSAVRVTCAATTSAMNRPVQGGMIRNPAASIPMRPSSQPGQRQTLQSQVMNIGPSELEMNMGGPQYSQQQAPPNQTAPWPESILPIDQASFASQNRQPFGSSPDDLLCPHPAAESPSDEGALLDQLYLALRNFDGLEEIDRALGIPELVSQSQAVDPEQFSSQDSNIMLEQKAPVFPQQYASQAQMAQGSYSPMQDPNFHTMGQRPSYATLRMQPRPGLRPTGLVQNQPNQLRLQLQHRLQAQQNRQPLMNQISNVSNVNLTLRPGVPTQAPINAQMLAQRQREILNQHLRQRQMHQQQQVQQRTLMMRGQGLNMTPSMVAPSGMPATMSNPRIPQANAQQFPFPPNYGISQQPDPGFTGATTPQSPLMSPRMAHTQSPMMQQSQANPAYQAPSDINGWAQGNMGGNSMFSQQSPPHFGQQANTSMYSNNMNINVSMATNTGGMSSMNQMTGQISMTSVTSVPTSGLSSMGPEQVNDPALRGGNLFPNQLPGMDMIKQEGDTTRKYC
KKLEB cytotox = CF airway cell cytotoxicity counter-screen | KKLEB CF airway cells viability, ATPlite luminescence, overnight; stronger effect = lower value; cells stimulated with P. aeruginosa culture filtrate | activity change (cytotoxicity), % at 5 µM | 0.36% of 360,000 active | AID 602141;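 active = corrected activity change at or below -50% at 5 µM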
NR2F2 inh = NR2F2 (human) inhibition, primary screen; P24468; HEK293T NGFI-A luciferase reporter, luminescence; inhibition, % at 8.6 µM; 0.7% of 370,000 active; AID 686940;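 active = inhibition above a per-plate cutoff, mean inhibition of test wells between control levels plus 3 SD, cut at about 38% in these data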;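 also: cells cotransfected with COUP-TFII expression vector driving the NGFI-A reporter; 0% = median of COUP-TF2 test wells and 100% = reporter-only cells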
TWEAK-Fn14 inh = blocks TWEAK-Fn14 interaction in a reporter cell assay; TWEAK-stimulated Fn14 reporter cells, luciferase luminescence, 8 h; inhibition, % at 10 µM; 2% of 360,000 active; AID 1159606; in the data active = inhibition above about 50%
The depositor's hits bear a star; x = no result given.

Order of values – LRH-1 inv ag	TWEAK-Fn14 inh	NR2F2 inh	NCOA2 inhibitor	LMP1 NFkB inh	NCOA3 inh	C8 TRAIL sens	TROY NFkB inh	SRC1 inh	CF NFkB block	KKLEB cytotox
1	Cc1ccc(-c2nc3ccc(Cl)cn3c2CC(C)(C)C)cc1
 : 17	-11	-20	-14	-3	9	1	-67	11	41	-24
2	Cc1ccc(S(=O)(=O)N2CCN(S(=O)(=O)N3CCC(C)CC3)CC2)cc1C
 : -1	-24	-1	14	5	4	15	2	-2	-8	-13
3	O=C(O)c1ccc(N2CCCS2(=O)=O)cc1
 : -21	-27	-11	-13	-2	-9	3	-25	-10	-3	8
4	NC1=NC[C@H](c2ccccc2)N1CCCCC1CCCCC1
 : -10	3	1	-28	2	-7	20	4	0	5	-26
5	CCCCNC(=O)C1(C)CCN1C(=O)c1cc(F)ccc1C (configuration not stated)
 : 1	21	-23	22	x	4	-36	5	1	-6	-1
6	CC(C)c1ccc(NC(=O)C2CCN(S(=O)(=O)c3ccc4c(c3)NC(=O)CO4)CC2)cc1
 : -6	6	10	-1	1	16	10	1	12	24	-16
7	COc1ccc(CN(CCCN2CCOCC2)C(=O)Nc2ccccc2)cc1OC
 : -8	-30	-15	-27	3	-1	-4	1	2	8	-6
8	Cc1cc2ncn(N)c2cc1C
 : 9	5	12	5	-4	-8	1	-10	6	0	6
9	COc1ccc(OCCNc2c([N+](=O)[O-])c(=O)oc3ccccc23)cc1
 : -22	-8	11	-4	4	6	1	13	-3	-6	10
10	CCN(CC)C(=O)COc1coc(CN2CCN(c3ccc(F)cc3)CC2)cc1=O
 : 8	-6	-13	-14	-2	17	-5	2	-1	4	-4
11	COc1ccccc1/C=N/NC(=O)C(C)Cn1cnc2ccccc21 (configuration not stated)
 : 9	7	-4	1	-3	5	-2	-23	4	7	-8
12	Cn1c(SCC(=O)N/N=C/C=C/c2ccccc2[N+](=O)[O-])nc2ccccc21
 : 9	-6	15	-17	-15	-13	-2	27	2	7	6
13	CN(c1ccc(C(=O)N2CCCCCC2)cc1)S(=O)(=O)c1ccccc1
 : 10	5	14	3	2	3	17	4	8	2	0
14	Cc1cc2nc(SC(C)C(=O)O)[nH]c2cc1C (configuration not stated)
 : 9	3	15	-13	-18	0	-2	-8	-3	-10	4
15	CC(C(=O)Nc1ccc(C(=O)O)c(O)c1)N1C(=O)/C(=C\c2ccco2)SC1=S (configuration not stated)
 : -3	21	x	x	0	-4	17	16	-5	4	10
16	COC(=O)C1C(=O)c2c([nH]c(C(=O)OC3CCCC3)c2C)CC1C (configuration not stated)
 : -118	-22	-31	-72	-61	-66	47	-2	-103	15	-17
17	Cc1nc2scc(C)n2c(=O)c1S(=O)(=O)N1CCN(c2ccccc2F)CC1
 : -9	15	4	0	-1	-3	-16	13	-25	5	-9
18	O=C(c1ccccc1)N1CCN=C1c1ccccc1
 : -11	-10	-1	-20	-4	15	-10	6	-9	-7	4
19	Cc1cc(C)n2c(SCC(=O)NCc3ccc4c(c3)OCO4)nnc2n1
 : 7	-7	19	-27	1	20	14	-5	-3	7	2
20	COc1ccc(Nc2nc(C(=O)N3CCc4ccccc4C3)cs2)cc1
 : 4	7	1	-22	-4	4	-4	25	-1	-17	-4
21	COc1ccc(N2CCN(c3cc(C(=O)NC4CCCCC4)ncn3)CC2)cc1OC
 : 4	3	17	-3	x	11	7	1	-50	6	2
22	NC(=O)C1CCN(C(=O)c2cc3ccccn3n2)CC1
 : 7	24	-11	-7	-7	9	-14	-9	11	19	-4
23	CCCNC(=O)N1CCN(c2ncccn2)CC1
 : 18	6	-1	-14	2	10	-8	22	-5	-11	4
24	COc1cccc(CSCC(=O)NCCc2ccccc2)c1OC
 : -11	11	-4	3	-13	5	0	4	-37	-10	12
25	Cc1ccc(NC(=O)CN(C)C2CCCCC2)cc1Cl
 : -1	-28	-11	-4	-11	-7	-2	16	-2	15	1
26	CCCCNC(=O)CSc1nc2n[nH]c(C)c2c(=N)n1-c1cccc(Cl)c1C
 : 12	-13	1	9	8	-6	-5	2	0	6	-1
27	CC(c1ccco1)N(C(=O)CSc1ccc(Br)cc1)c1ccccn1 (configuration not stated)
 : -16	-15	16	0	16	-3	3	-47	-18	-4	-9
28	CCCCCn1c(SCC(=O)OC)nc2c1c(=O)[nH]c(=O)n2C
 : 14	-10	-12	-20	2	-8	-6	-40	2	-8	-2
29	Cc1ccc(N2C(=O)C3C(C2=O)C2C=CC3C23CC3)c([N+](=O)[O-])c1 (configuration not stated)
 : -2	11	3	-3	1	-8	-5	1	1	-9	2
30	OC[C@@H]1CN(C2CCCC2)C[C@H](n2cnc3c(N4CCCC4)ncnc32)O1
 : 6	-6	0	5	x	-28	15	-14	-2	-10	-8
31	CC(=O)c1cc2c(cc1NC(=O)CN(C)S(=O)(=O)c1cccs1)OCO2
 : -2	4	3	-12	-18	7	-8	0	-9	0	-4
32	CC(=O)N1N=C(c2cccs2)CC1c1cc2cc(C)ccc2nc1Cl (configuration not stated)
 : 8	-6	16	17	1	19	3	6	9	9	-4
33	COc1ccc(C(=O)/C(C)=N/O)cc1OC
 : 16	-13	15	5	-6	18	-5	0	-3	3	-7
34	CC(OC(=O)c1ccc(Cl)c([N+](=O)[O-])c1)C(=O)N1CCN(Cc2ccccc2)CC1 (configuration not stated)
 : 1	3	20	2	5	-5	11	31	6	14	2
35	Cc1ccccc1CSc1nnc(NC(=O)Cc2cccs2)s1
 : -5	9	27	13	3	9	8	-5	-12	6	-14
36	Cc1oc2ccc(OCc3c(F)cccc3Cl)cc2c1C(=O)O
 : 1	-2	5	14	2	11	-22	-1	-14	-21	-5
37	CCCn1cc(SCC(=O)NC2CCCC2)c2ccccc21
 : 1	-14	-9	-24	-8	-3	-1	2	5	5	3
38	CCC(c1nnnn1-c1ccc2c(c1)OCCO2)N1CCN(C(=O)C2CCCO2)CC1 (configuration not stated)
 : -2	-5	0	-9	x	x	-16	-9	x	x	x
39	CC1Oc2ccccc2N(CC(=O)NCCc2ccccc2)C1=O (configuration not stated)
 : 11	18	-1	21	4	7	-35	4	-1	-13	7
40	O=C(Cn1cnc2c(nnn2Cc2ccc(Cl)cc2)c1=O)NCc1ccco1
 : -1	-1	13	7	-7	-6	16	8	1	11	-12

Some of these compounds in order of number of heavy atoms, rising.
Order of values – LRH-1 inv ag	TWEAK-Fn14 inh	NR2F2 inh	NCOA2 inhibitor	LMP1 NFkB inh	NCOA3 inh	C8 TRAIL sens	TROY NFkB inh	SRC1 inh	CF NFkB block	KKLEB cytotox
32	CC(=O)N1N=C(c2cccs2)CC1c1cc2cc(C)ccc2nc1Cl (configuration not stated)
 : 8	-6	16	17	1	19	3	6	9	9	-4
40	O=C(Cn1cnc2c(nnn2Cc2ccc(Cl)cc2)c1=O)NCc1ccco1
 : -1	-1	13	7	-7	-6	16	8	1	11	-12
21	COc1ccc(N2CCN(c3cc(C(=O)NC4CCCCC4)ncn3)CC2)cc1OC
 : 4	3	17	-3	x	11	7	1	-50	6	2

Further results:
Order of values – LRH-1 inv ag	TWEAK-Fn14 inh	NR2F2 inh	NCOA2 inhibitor	LMP1 NFkB inh	NCOA3 inh	C8 TRAIL sens	TROY NFkB inh	SRC1 inh	CF NFkB block	KKLEB cytotox
41	NC(=O)CS(=O)(=O)c1nc2ccccc2n1CC(=O)N1CCCCC1
 : 0	10	-1	8	-8	19	-2	8	5	-4	12
42	CNC(=O)C[C@@H]1C(=O)N(c2ccc(OC)cc2)CC1(C)C
 : 18	-6	-8	8	-3	-10	-8	-1	5	-1	4
43	COC(=O)c1ccc(Sc2ccc(F)cc2)c(N)c1
 : -35	-11	x	x	-15	-14	-4	-42	-67	5	-16
44	COc1ccc(C(=O)NCCc2cn3ccc(C)cc3n2)cc1
 : 9	4	5	11	-3	-2	-28	-9	5	14	-16
45	O=C(O)c1ccc(-c2nc3ccccc3[nH]2)cc1
 : -12	-1	-5	-6	6	1	6	-15	-8	-9	9
46	O=C(CN1CCN(c2nc(-c3ccc(F)cc3)cs2)CC1)Nc1ccc2c(c1)OCO2
 : 19	-16	-3	-26	2	-19	4	-5	-9	-7	-6
47	O=c1cnnc(N/N=C/c2cccs2)[nH]1
 : 7	13	-13	4	-10	-1	11	5	-14	13	-8
48	CCCN(C(=O)CCNC(=O)Cn1cnc2ccccc2c1=O)c1cccc(C)c1
 : -25	32	1	15	-2	-3	2	-12	-8	-3	0
49	COc1ccc(OC)c(NC(=O)CCN2CCN(CCO)CC2)c1
 : 0	8	22	9	-2	8	-3	-4	0	7	-10
50	NCC(=O)c1cccc2ccc[n+]([O-])c12
 : 6	32	-11	-22	-6	11	7	-11	-6	-8	-8
51	CC1(C)CCCC2(C)C1CCC1(C)OC(=O)CCC12 (configuration not stated)
 : -2	0	5	5	x	17	-2	-9	-4	-1	-5
52	COc1cc(NC(=O)CCn2c(=S)oc3ccccc32)cc(OC)c1OC
 : -13	5	15	-5	-3	-1	-4	-1	4	-3	10
53	C[C@]12CC[C@@H]3c4ccc(O)cc4CC[C@H]3[C@@H]1CCC2=O
 : 7	-25	17	1	0	-14	-14	-6	5	-10	22
54	Cc1c(CN(C)C(=O)/C=C/c2ccc([N+](=O)[O-])cc2)cnn1C
 : 13	23	20	16	-2	12	-4	3	-1	-5	8
55	COc1ccc(CCN2C(=O)CC(NNC(=O)c3ccccc3Br)C2=O)cc1OC (configuration not stated)
 : -7	-2	-9	-6	9	11	-4	1	4	-2	4
56	Cn1nnnc1SCCNC(=O)C1CCC(=O)N(CCc2cccc(F)c2)C1 (configuration not stated)
 : 0	-17	5	-5	-3	12	9	3	12	11	0
57	COc1ccc(C=O)cc1CN1CCCN(Cc2ccccc2F)S1(=O)=O
 : 7	-4	0	-52	4	2	-2	11	-25	-13	-6
58	O=C(/C=C/c1ccc(Cl)cc1)NC(=S)Nc1ccc(NC(=O)c2ccco2)cc1
 : 1	39	13	-45	-30	52	8	-20	68*	19	-18
59	CC(C)C(C(=O)Nc1ccc(N2CCOCC2)cc1)N1C(=O)c2ccccc2C1=O (configuration not stated)
 : 13	-1	-11	5	9	12	-13	-5	-9	20	-6
60	Cc1ccc(C)c(CNc2ccc(S(=O)(=O)N3CCCCC3)cc2)c1
 : 22	27	26	15	-1	-8	-5	32	7	2	2
61	Cc1ccc(NC(=O)CCS(=O)(=O)c2cc3c(cc2Cl)NC(=O)CO3)cc1
 : 16	-1	9	10	7	-12	6	11	-16	12	6
62	CC(=O)/C(N=Nc1cccc(C(F)(F)F)c1)=C(\C)O
 : 1	15	-6	-2	1	-18	-6	-3	-17	18	-1
63	CC1(C)Cc2c(sc(NC(=O)C3CC(Cl)=CCC3C(=O)O)c2C#N)CO1 (configuration not stated)
 : -13	-18	-40	-20	-1	-5	-10	7	3	25	-8
64	COCCNc1nc2cc(-c3ccc(C)cc3)sc2c(=O)n1C
 : -105	-6	-39	-27	x	-93	-2	-37	-81	-22	-7
65	CCn1nc(C(C)C(=O)O)c2ccccc2c1=O (configuration not stated)
 : -9	-14	11	-29	-20	9	5	-1	2	-20	24
66	CN(C)CCNC(=O)c1cccc(-c2cnc3c(NC=O)cc(-c4ccc(C(=O)N5CCOCC5)cc4)cn23)c1
 : -2	-44	-2	3	x	-17	-13	-16	5	3	-4
67	CC1CN(C(=O)Cc2ccc(-c3ccccc3)cc2)CC(C)O1 (configuration not stated)
 : -9	7	3	6	-15	13	-7	8	-2	-17	18
